Bioassay records from PubChem.
DAGLB inh: DAGLB lipase inhibitors, primary screen, biochemical, fluorescence, HTS; HEK293T DAGLB membrane lysate, EnzChek fluorogenic substrate; 340,000 tested, 0.059% active; inhibition, % at 5.17 µM; Diacylglycerol lipase-beta (Homo sapiens), Q8NCG7; in the data active = inhibition above about 34%;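 also: 0% = enzyme with vehicle and 100% = wells lacking enzyme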
Target sequence (Q8NCG7 whole entry, looked up): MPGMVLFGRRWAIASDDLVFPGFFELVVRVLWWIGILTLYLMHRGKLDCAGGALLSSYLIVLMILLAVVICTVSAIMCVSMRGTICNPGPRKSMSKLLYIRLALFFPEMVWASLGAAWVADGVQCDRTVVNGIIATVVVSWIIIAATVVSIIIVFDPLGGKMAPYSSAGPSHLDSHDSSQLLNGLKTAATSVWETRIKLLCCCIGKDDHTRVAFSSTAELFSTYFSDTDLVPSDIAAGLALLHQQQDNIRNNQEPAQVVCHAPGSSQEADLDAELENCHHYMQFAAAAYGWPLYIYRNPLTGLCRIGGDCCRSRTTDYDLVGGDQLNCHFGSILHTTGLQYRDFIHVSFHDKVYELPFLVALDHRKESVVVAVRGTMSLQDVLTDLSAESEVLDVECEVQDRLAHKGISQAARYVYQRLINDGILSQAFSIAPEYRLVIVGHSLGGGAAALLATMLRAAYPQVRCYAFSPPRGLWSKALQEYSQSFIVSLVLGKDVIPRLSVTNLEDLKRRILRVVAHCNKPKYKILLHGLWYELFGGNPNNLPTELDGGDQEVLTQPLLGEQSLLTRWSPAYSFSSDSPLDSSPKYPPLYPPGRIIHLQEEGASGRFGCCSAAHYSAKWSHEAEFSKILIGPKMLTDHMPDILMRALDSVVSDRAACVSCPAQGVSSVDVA
CAL PDZ FP-1: CAL PDZ peptide-binding inhibitors, primary screen, biochemical, fluorescence polarization, Cer-tagged CAL PDZ, HTS | AID 504414, 2011 | inhibition, % at 20 µM | purified CAL PDZ, TMR-peptide fluorescence polarization, 1 h | 330,000 tested, 0.02% active | Golgi-associated PDZ and coiled-coil motif-containing protein (Homo sapiens), Q9HD26;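 active = highest replicate inhibition of at least 40%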;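 also: plate controls were DMSO neutral control wells for no effect and unlabeled competitor peptide control wells for full effect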
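Assay system – tagged CAL PDZ protein CerCALP, purified · Timing – 1 h at RT · Compound – single point, 20 µM · Measured by – fluorescence polarization from S- and P-plane intensities, G-factor corrected · Evaluation – inhibition from polarization loss · Probe or stimulus – TMR reporter peptide T*-PRC34 · Buffer or medium – pH 7.4 phosphate-saline buffer, reducing agent, detergent, IgG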
SR-BI uptake up: activators of SR-BI mediated DiI-HDL uptake, primary screen, ldlA[mSR-BI] CHO cells, DiI fluorescence; 3 h; 100 = double the neutral-control signal; activation, % at 12.5 µM; 320,000 tested, 0.096% active;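 active = mean replicate activation of at least 60% and every replicate at or above 60%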;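 also: 0% = median plate neutral-control signal and 100% = twice that signal; values of inactives mirror those of a sister screen read the other way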
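Test system: SR-BI-overexpressing, LDLR-lacking CHO cells; Medium: Ham's F12 with 0.5% BSA, HEPES 25 mM, pH 7.4; Schedule: 3 h, 37 °C; Technique: bottom-read fluorescence, 550/595 nm.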
PKA-R2B activ: activators of PKA-R2B holoenzyme, primary screen, biochemical, fluorescence polarization, Cy5-IP20, human; cAMP-dependent protein kinase catalytic subunit beta (Homo sapiens) + cAMP-dependent …; PKA-R2B holoenzyme dissociation; R2B truncated from residue 108, S112A mutant; 0% DMSO only, 100% 113 µM cGMP; activation, % at 11.4 µM; 340,000 tested, 0.079% active;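 active = activation above a cutoff set at the mean over all compounds plus 3 SD, cut at about 18% in these data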;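 also: higher means more holoenzyme dissociation and a rise in polarization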
LANA DNA inh: inhibitors of KSHV C-LANA binding to DNA, primary screen, biochemical, fluorescence polarization, FAM-LBS DNA, MBP-C-LANA, single point | 340,000 tested, 0.078% active | inhibition, % at 9 µM | AID 504423, 2011;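 active = highest replicate inhibition at or above 60% at 9 µM, even if other replicates fall short; inactive = all replicates below 60% inhibition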;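 also: 0% = neutral control wells and 100% = 4 µM acridine orange control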
CAL PDZ FP-2: untagged CAL PDZ binding inhibitors, primary screen, biochemical, fluorescence polarization, HTS; 300,000 tested, 0.92% active; purified CAL PDZ, TMR-peptide fluorescence polarization, 1 h; AID 602252, 2012; Golgi-associated PDZ and coiled-coil motif-containing protein (Homo sapiens), Q9HD26; inhibition, % at 24.9 µM;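 active = mean inhibition of at least 30% with at least half of replicates also reaching 30%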;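 also: 0% = DMSO neutral control and 100% = excess unlabeled competitor peptide PRC23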
Rtt109 HAT inh: inhibitors of C. albicans Rtt109/Vps75 HAT, primary screen, biochemical, ThioGlo CoA-SH fluorescence, plate reader; purified Rtt109/Vps75, 4 h; inhibition, % at 34.9 µM; Histone acetyltransferase RTT109 (Candida albicans (strain SC5314 / ATCC MYA-2876)), …; AID 540336, 2011; 330,000 tested, 0.16% active;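 active = inhibition of at least 50% in every replicate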
Target sequence (Q5AAJ8 whole entry, looked up): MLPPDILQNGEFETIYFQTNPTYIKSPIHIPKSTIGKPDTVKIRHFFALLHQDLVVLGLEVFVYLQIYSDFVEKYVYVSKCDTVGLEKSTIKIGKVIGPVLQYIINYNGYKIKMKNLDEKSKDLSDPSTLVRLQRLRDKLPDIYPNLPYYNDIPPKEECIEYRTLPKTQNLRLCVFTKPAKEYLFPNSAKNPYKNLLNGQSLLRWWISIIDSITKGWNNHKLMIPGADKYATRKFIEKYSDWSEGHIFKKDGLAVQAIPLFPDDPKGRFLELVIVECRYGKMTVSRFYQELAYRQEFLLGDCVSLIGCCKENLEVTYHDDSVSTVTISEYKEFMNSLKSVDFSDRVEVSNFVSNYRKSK
RTF Ca sens inh: cardiac RTF calcium sensitivity inhibitors, primary screen, biochemical, IANBD-TnC fluorescence, EC70 calcium; Troponin I, cardiac muscle (Homo sapiens) + Troponin T, cardiac muscle (Homo sapiens) + …; IANBD-labeled cardiac RTF, Ca2+ fluorescence; inhibition, % at 7.15 µM; 340,000 tested, 0.12% active; AID 493244, 2011;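 active = inhibition above the mean inhibition of all tested compounds plus 3 SD, cut at about 17% in these data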;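 also: assay run at fixed EC70 calcium of 1.6 mM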
Keap1 Nrf2 FP: Keap1-Nrf2 protein-protein interaction inhibitors, primary screen, biochemical, fluorescence polarization, single point; Kelch-like ECH-associated protein 1 (Homo sapiens), Q14145; Keap1 Kelch-Nrf2 peptide fluorescence polarization, 1536-well; inhibition, % at 9.4 µM; 340,000 tested, 0.15% active; in the data active = inhibition above about 12%;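 also: human Keap1 Kelch domain with fluorescein labeled Nrf2 9mer peptide probe; 0% = neutral control wells and 100% = peptide positive control; higher means more block of Keap1 binding to Nrf2 peptide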
cardiac RTF act: cardiac RTF calcium sensitivity activators, primary screen, biochemical, IANBD-TnC fluorescence, EC20 calcium; IANBD-labeled TnC RTF fluorescence at EC20 calcium; 0% EC20 calcium, 100% full calcium; Troponin I, cardiac muscle (Homo sapiens) + Troponin T, cardiac muscle (Homo sapiens) + …; 340,000 tested, 0.24% active; activation, % at 7.2 µM;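 active = activation above the mean over all tested compounds plus 3 SD, cut at about 30% in these data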;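 also: rise in fluorescence read as greater calcium sensitivity of cardiac thin filaments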
The depositor's hits bear a star; · = not tested or not shown.

SMILES	DAGLB inh	CAL PDZ FP-1	SR-BI uptake up	PKA-R2B activ	LANA DNA inh	CAL PDZ FP-2	Rtt109 HAT inh	RTF Ca sens inh	Keap1 Nrf2 FP	cardiac RTF act
CN1CCN(Cc2ccccc2C(F)(F)F)CC1	-2	0.0	8	-5	0.2	0	5	-4	-3	-5
CCC(=NCCC1=CCCCC1)c1c(O)[nH]c(=O)[nH]c1=O	2	·	11	-8	-0.9	-3	-2	-2	-3	-1
CCCCCCn1c(O)c(C=Nc2c(C)n(C)n(-c3ccccc3)c2=O)c(=O)[nH]c1=O	6	0.7	5	-5	-0.3	-1	-1	2	1	9
Cc1cc(C(=O)OCC(=O)Nc2ccc(F)cc2)c(C)n1C1CC1	0	1.3	-3	1	-0.4	-1	2	-10	1	2
Cc1cc(S(=O)(=O)NCc2ccccc2)ccc1OCC(=O)N1CCN(C)CC1	0	-2.5	-34	1	-1.2	0	-1	-8	-3	-1
O=C(CCC(=O)N1CC2C[C@@H](C1)Cn1c2cccc1=O)NCCc1ccccc1F	1	0.0	17	-10	-0.8	-2	14	-4	-2	2
C=C1C(=O)O[C@@H]2C[C@@H](C)[C@@H]3C=CC(=O)[C@@]3(C)[C@@H](OC(=O)CC(=O)O[C@H]3[C@@H]4C(=C)C(=O)O[C@@H]4C[C@@H](C)[C@@H]4C=CC(=O)[C@]43C)[C@H]12	2	0.6	·	-2	1.8	2	3	-8	-14	-4
COCCOC(=O)c1c(N)n(Cc2ccccc2)c2nc3ccccc3nc12	2	-1.9	-5	1	-0.3	-2	-32	-22	0	1
CCCCn1c(N)c(C(=O)NCc2cccs2)c2nc3ccccc3nc21	1	-1.3	-7	-8	2.0	-3	-1	4	-2	-6
CN(C)CC1Oc2ccccc2OC1(O)c1ccccc1 (stereo not drawn)	6	0.0	-1	4	0.9	·	3	0	-5	-1
O=C(COC(=O)Cc1ccccc1)NNC(=O)c1ccc([N+](=O)[O-])cc1	2	-0.1	18	-6	4.9	0	12	-4	-4	-4
O=C(NCc1cccnc1)Nc1ccc([N+](=O)[O-])cc1	-1	-1.0	24	9	-0.1	·	-1	-1	-4	5
O=C(O)C1Cc2ccccc2N2CCCC12 (stereo not drawn)	-1	-0.5	3	5	3.7	-2	-6	-9	-3	-2
COc1ccc(N2CCN(C(CNC(=O)Oc3ccccc3)c3cccnc3)CC2)cc1 (stereo not drawn)	3	-3.4	47	-1	1.9	-1	-6	1	-5	-6
COC(=O)c1c(C)n(Cc2ccc3c(c2)OCO3)c2ccc(O)cc12	-6	-1.9	-8	0	-2.2	-1	15	-8	2	1
N#CC1=C(N)Oc2c(c(=O)oc3ccccc23)C1c1ccc([N+](=O)[O-])o1 (stereo not drawn)	5	0.4	-2	-2	3.4	-4	-4	-10	-6	3
CN1C(=O)C(Cc2cccs2)C(=O)N(C)C1=O	1	-2.6	-3	-4	1.5	-3	1	0	-3	2
CC1(O)C[C@]2(C)N(O)C3CCCC[C@@H]3N2O1 (stereo partly drawn)	-1	0.8	-5	-1	0.4	1	-9	-10	-2	6
Cc1nc2cc([N+](=O)[O-])ccc2c(=O)n1-c1ccccc1[N+](=O)[O-]	-1	-0.4	23	14	-0.4	6	0	1	2	-1
CC(=O)O[C@H]1CC[C@@]2(C)[C@H](C1)C(=O)C[C@H]1[C@@H]3CC[C@@H]4[C@@H](CN5C[C@@H](C)CC[C@H]5[C@@]4(C)O)[C@@H]3C[C@@H]12	-5	-0.3	·	-5	-2.4	0	14	2	-1	-5
CC1=CC(=O)OC2CC3OC4C[C@@H](C)C5OC6CC7O[C@]8(C)C/C=C\C9OC%10CC%11OC(CC(C)CO)CC(O)[C@]%11(C)OC%10CC9OC8C[C@]7(C)O[C@]6(C)CCC5OC4C[C@]3(C)OC12 (stereo partly drawn)	-2	-0.3	-2	-7	-2.0	1	19	1	3	0
Cc1ccc(/C=C2\C(=O)NC(=S)N(c3ccc(F)cc3)C2=O)s1	7	-1.7	1	-2	-0.8	2	5	-14	-5	13
O=[N+]([O-])c1cnc2ccc3ccccc3c2c1	0	-0.3	-11	-5	-1.5	-1	-4	-9	2	0
Cc1ccc(NC(=O)c2snnc2C)cc1Cl	0	-1.5	2	4	0.2	-1	24	-3	3	2
COc1ccccc1OCC(=O)N1CCCC(N(C)Cc2ccccc2)C1 (stereo not drawn)	-1	0.3	11	11	0.2	·	4	-4	-3	-4

New compounds follow:
SMILES	DAGLB inh	CAL PDZ FP-1	SR-BI uptake up	PKA-R2B activ	LANA DNA inh	CAL PDZ FP-2	Rtt109 HAT inh	RTF Ca sens inh	Keap1 Nrf2 FP	cardiac RTF act
O=C(O)c1cc2ccccc2oc1=O	-1	-0.5	-6	0	-0.7	·	-15	-3	-1	-6
O=S(=O)(c1ccc(Cl)cc1)c1ccc(Cl)cc1	-6	-2.0	-9	4	-2.1	-5	-9	2	3	0
Cn1c(=O)c2nncnc2n(C)c1=O	2	0.0	23	2	3.0	-2	0	-7	-1	4
COc1ccccc1N1CCN(Cc2cccc(Br)c2)CC1	-12	-0.1	16	-7	-2.1	-3	-2	-13	-4	1
COC(=O)C1=C(c2ccc(Cl)c(C(F)(F)F)c2)C[C@@H]2CC[C@H]1N2C(=O)N1CCCC1	-4	1.1	4	-2	-1.3	-2	5	-32	-1	-5
CCn1c(O)c(/C=N/NC(=O)c2ccncc2)c(=O)[nH]c1=S	4	-1.9	-15	-5	-2.7	-3	1	-15	-8	6
COC(=O)C1=C(c2ccc(C(C)=O)cc2)C[C@@H]2CC[C@H]1N2C(=O)NCc1ccc(C(F)(F)F)cc1	1	-0.9	11	2	0.2	1	-8	-4	1	1
CCN1C(=O)NC(=O)/C(=C/c2cc(C)n(-c3sc(C)c(C)c3C#N)c2C)C1=O	5	0.1	29	-5	1.7	-2	0	-5	-2	2
Clc1ccc(N2CC2c2ccncc2)cc1 (stereo not drawn)	2	0.4	1	0	-3.2	1	1	0	-6	2
COC(=O)[C@]12OC[C@]34C([C@@H](O)[C@@H]1O)[C@]1(C)CC(=O)C(O)=C(C)[C@@H]1C[C@H]3OC(=O)[C@H](O)[C@@H]24 (stereo partly drawn)	-4	0.0	3	2	0.2	-1	8	-6	-2	-3
CCOC(=O)c1c(C)c(P(=S)(N2CCOCC2)N2CCOCC2)n(C)c1C	-4	·	-8	3	-1.9	-4	-5	5	1	2
O=C(CN1CCOCC1)NCC(=O)Nc1ccc(Br)cc1C(=O)c1ccccc1	2	0.8	-13	-1	-0.2	·	2	1	-3	0
O=c1cccc2n1C[C@H]1C[C@@H]2CN2CCCC[C@@H]12	1	-0.7	2	-19	-2.4	0	22	0	-2	3
CN(C)c1ccc(C=C(C#N)C#N)cc1	-1	-0.3	0	-12	1.3	-3	-1	-2	-3	-1
CC(=O)Nc1ccccc1C(=O)OCC(=O)c1ccccc1Cl	-2	-1.6	-3	1	-0.1	·	-9	-4	-2	6
CCCCN=C[C@]12CCC(O)CC1(O)CCC1[C@@H]2CC[C@]2(C)[C@H](C3C=CC(=O)O3)CCC12O (stereo partly drawn)	1	-0.7	-4	6	2.2	10	0	2	-3	-4
Oc1c(Br)cc(Br)cc1CN1CCN(Cc2ccccc2)CC1	-9	-1.6	-37	1	0.6	0	5	-19	1	2
C(#CCN1CCOCC1)COCc1ccccc1	0	-1.2	14	-4	0.6	-10	-8	1	-4	5
O=c1cccc2n1C[C@@H]1C[C@@H]2CN(CC(O)c2ccc([N+](=O)[O-])cc2)C1 (stereo partly drawn)	1	-0.9	17	3	0.5	-8	-5	-3	3	-3
CNC(=S)N1CC2CC(C1)c1cccc(=O)n1C2 (stereo not drawn)	0	-0.7	21	2	1.1	1	6	-4	-5	1
COC1=CC(=O)OC(CCc2ccc3c(c2)OCO3)C1 (stereo not drawn)	-1	-0.3	-10	-2	-0.9	4	6	-2	-2	4
CCOC(=O)C1CCN(Cc2ccc(Cl)nc2)CC1	-4	·	-16	-5	-1.2	14	1	-6	1	-3
c1ccc2cc(CC3=NCCN3)ccc2c1	0	-0.9	12	7	4.0	-2	-2	-4	-1	1
COc1ccc(C)cc1NC(=O)N1CCC2(CC1)OCCO2	1	-1.0	38	2	1.5	2	3	-23	-2	0
CCOc1ccc(-n2c(O)c(C=NCCN3CCNCC3)c(=O)[nH]c2=O)cc1	1	-1.6	18	-4	-0.2	0	-4	-5	-2	1

The results go on.
SMILES	DAGLB inh	CAL PDZ FP-1	SR-BI uptake up	PKA-R2B activ	LANA DNA inh	CAL PDZ FP-2	Rtt109 HAT inh	RTF Ca sens inh	Keap1 Nrf2 FP	cardiac RTF act
O=C(NC(=S)N1C[C@H]2C[C@H](C1)c1cccc(=O)n1C2)c1ccc(F)cc1	-2	0.3	-43	-3	-1.0	8	1	3	-6	4
O=C(COC(=O)c1ccc(O)cc1)Nc1ccc(Cl)cc1C(=O)c1ccccc1	-2	-3.9	-27	-5	-0.5	-6	15	1	0	-4
Cc1ccc(N2C(=O)NC(=O)/C(=C\C=C\c3ccco3)C2=O)cc1C	6	-1.4	20	-3	-0.1	-4	-3	-14	-21	6
O=C(CCN1CCCCC1)Nc1ccc(Br)cc1C(=O)c1ccccc1	3	-1.1	-3	10	0.5	-3	-4	0	0	-4
COC(=O)C1=C(c2cccc(C#N)c2)C[C@@H]2CC[C@H]1N2C(=O)NCc1cccc2ccccc12	-3	-0.3	-17	-6	1.5	-7	7	-10	5	9
O=C1NC(=O)C(=Cc2ccc(OCCOc3ccc([N+](=O)[O-])cc3)cc2)C(=O)N1	0	0.3	2	-1	1.5	3	1	-3	2	-3
COC(=O)C1=C(c2ccc(S(C)(=O)=O)cc2)C[C@@H]2CC[C@H]1N2C(=O)NCCNC(C)=O	-3	0.0	4	-4	-0.2	6	8	-1	-1	0

This is a subset; the hit share may differ from the screen's.
